# Compound activity deposited in PubChem BioAssay by National Center for Advancing Translational Sciences (NCATS).
# Lipid storage S3 = qHTS Assay for Lipid Storage Modulators in Drosophila S3 Cells | Drosophila S3 cells, BODIPY lipid droplet fluorescence, 18-24 h; cells fed with added oleic acid | Potency in µM for hits, for the others lipid storage change, negative = inhibition, % at the top dose, mostly 46.1 µM | hit rate 0.64% among 320,000 | AID 2685; active = well fitted inhibition curve with a large enough effect in the signal ratio, with a control signal flat, not every such curve was filed as active; inconclusive = small, poorly fitted or top-dose-only effect, or effect the other way, or a change in a side signal; the % refers to the signal ratio
#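 Drosophila S3 cells got compounds at several concentrations plus oleic acid (400 uM solution). Laser-scanning cytometry with 488 nm excitation read lipid droplets at 500-530 nm and cells at 575-640 nm. Percent activity was relative to 20 uM Triacsin C.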
# Lipid storage S3 cell count max = also measured in Lipid storage S3; calls as there; cell number change, %; measured here: cell count max response;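 cells counted by Cell Tracker Red CMTPX staining in the red channel; peak over a dose series mostly up to 46.1 µM; percent activity relative to internal control wells on each plate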
# The depositor's hits bear a star; i = inactive; u = inconclusive; x = no result given; [ ] = remark or other dose. % is scaled to controls: 0 for no effect and ±100 for the full control effect; potency is read from the fitted curve at half-maximal effect. The list is partial; the hit share may differ from the screen's.
SMILES,Lipid storage S3,Lipid storage S3 cell count max
CC(Oc1ccc(Cl)cc1Cl)C(=O)Nc1ncccn1 (stereo not given),4%[9.22 µM],15
CC1CCN(C(=O)C2CCCN(S(=O)(=O)c3ccc4c(c3)CC(C)N4C(=O)C3CC3)C2)CC1 (stereo not given),i,-10
Cc1ccc(C)c(NS(=O)(=O)c2ccc(OCC(=O)NCC3CCCO3)cc2)c1 (stereo not given),u,x
CCOC(=O)N1CCN(c2c(NCC3CCN(Cc4cccc(C)c4)CC3)c(=O)c2=O)CC1,u,x
CCCCN1CC(=O)N2[C@H](c3ccc(Cl)cc3)[C@@H]3C(=O)N(CC)C(=O)[C@@H]3[C@]2(C)C1=O,u,x
CCc1ccc2[nH]c(=O)c(C3C(C#N)=C(N)Oc4c3ccc3cccnc43)cc2c1 (stereo not given),3%,-29
CC(C)OCCCN(C)C1CCN(S(=O)(=O)c2csc(C(N)=O)c2)CC1,u,x
Cc1cc(N2CCOCC2)ncc1[N+](=O)[O-],i,11
CCCNc1c(NS(=O)(=O)c2ccc(Cl)s2)c(=O)oc2ccccc12,u,x
COc1ccc(/C=N/NC(=O)c2ccccc2O)cc1Cn1cc(Cl)cn1,-9%,x
CCOC(=O)C(NC(=O)CC)(Nc1sc2c(c1C(=O)OC)CCN(C)C2)C(F)(F)F (stereo not given),-13%,-4
COCCN(CC(=O)NC1CCCCC1)C(=O)CSc1nc2ccccc2o1,u,x
O=C(NCC1CCCN1S(=O)(=O)c1cccs1)c1ccc([N+](=O)[O-])cc1 (stereo not given),-9%,x
Cc1cc(NC(=O)CSCc2ccccc2)no1,19%,x
Fc1ccc(Nc2nc(-c3cccnc3)cs2)cc1,17%,-8
CCOc1ccc(C(O)Cn2c(=N)n(CCN3CCCCC3)c3ccccc32)cc1 (stereo not given),u,x
CCS(=O)(=O)c1ccc(C(=O)Nc2cccc(Cl)c2)c(Cl)c1Cl,0%,-19
Cc1c(NC(=O)c2ccc3nsnc3c2)cccc1[N+](=O)[O-],u,x
CN(C)c1ccc(C(=O)c2ccccc2C(=O)O)cc1[N+](=O)[O-],u,x
CN1CCN(C(=O)CN(C2CCCCC2)S(=O)(=O)c2ccc(Br)cc2)CC1,i,1
CCn1c(SCC(=O)Nc2cc(S(=O)(=O)N3CCOCC3)ccc2OC)nnc1-c1ccncc1,-12%,-9
Cc1cc(SCC(=O)N2CCCC2)nc2ccccc12,u,x
COC(=O)Cc1c(O)ccn(Cc2ccc(OC)c(OC)c2)c1=O,u,x
Cc1cc(=O)[nH]c(SCC(=O)c2ccc3c(c2)NC(=O)CO3)n1,2%,5
C=CCN(c1ccc(Br)cc1C(=O)OC)S(C)(=O)=O,15%,4
CC1CCCN(S(=O)(=O)c2ccc(NC(=O)C3CC(=O)N(C(C)(C)C)C3)cc2)C1 (stereo not given),u,x
CC(=O)c1ccc(OCC(=O)OCC(=O)Nc2sccc2C(N)=O)cc1,3.7µM*,-11*
COc1ccccc1C(=O)NCCC(=O)Nc1cccc(S(=O)(=O)N2CCCC2)c1,u,x
COC(=O)c1[nH]c2ccccc2c1NC(=O)CN1CCCCCC1,u,x
CCOC(=O)N1CCN(Cc2nc3cc([N+](=O)[O-])ccc3n2C)CC1,u,x

# Taken from above, three compounds:
SMILES,Lipid storage S3,Lipid storage S3 cell count max
CCOc1ccc(C(O)Cn2c(=N)n(CCN3CCCCC3)c3ccccc32)cc1 (stereo not given),u,x
CCS(=O)(=O)c1ccc(C(=O)Nc2cccc(Cl)c2)c(Cl)c1Cl,0%,-19
Cc1c(NC(=O)c2ccc3nsnc3c2)cccc1[N+](=O)[O-],u,x

# (cont.)
SMILES,Lipid storage S3,Lipid storage S3 cell count max
CN(C)c1nc2ccccc2c(N)c1-c1ccccc1,u,x
CN(C)c1ccc(/C=C2/NC(=O)NC2=O)cc1,u,x
O=C(COc1cc2oc(=O)c3c(c2cc1Cl)CCC3)NCCCN1CCOCC1,u,x
Cc1cc(-c2ccc(S(=O)(=O)N3CCN(c4cccc(C(F)(F)F)c4)CC3)s2)on1,i,6
Cc1ccc2nc(Cc3ccc(N)cc3)oc2c1,15%,6
COc1ccc(CCNC(=O)c2cccc3c2C(=O)N(C2CCCCC2)C3)cc1OC,u,x
CC(=O)Nc1ccc(NC(=O)CSc2nnc3ccc(-c4ccc(F)cc4)nn23)cc1,-5%[9.22 µM],-5
CCOc1ccc(-c2cc(NC(=O)Cn3ncc4c3-c3ccccc3OC4)on2)cc1OCC,u,x
O=C(Nc1nnc(Cc2ccc([N+](=O)[O-])cc2)s1)Nc1ccccc1F,26%,21
CSc1cccc(NC(C)C(=O)NCc2ccccc2)c1 (stereo not given),u,x
CC(=O)N1CC(C)Sc2ccc(S(=O)(=O)NC3CCCCC3C)cc21 (stereo not given),-24%,-4
C/C(CCc1ccccc1)=N\NC(=O)c1ccc(CN2CCOCC2)cc1,-15%,-20
S=C(c1ccc(-c2ccccc2)cc1)N1CCOCC1,-3%,5
CCOc1ccc2c(c1)c1nnc(SCC3CCCO3)nc1n2C (stereo not given),u,x
COc1c(Cl)cc(-c2noc(C)c2C(=O)NCCc2ccc(C)cc2)cc1Cl,u,x

# Retrieved one by one from the entries so far (two):
SMILES,Lipid storage S3,Lipid storage S3 cell count max
C/C(CCc1ccccc1)=N\NC(=O)c1ccc(CN2CCOCC2)cc1,-15%,-20
CCOc1ccc2c(c1)c1nnc(SCC3CCCO3)nc1n2C (stereo not given),u,x

# (listing goes on)
SMILES,Lipid storage S3,Lipid storage S3 cell count max
COc1ccc(/C(O)=C2/C(=O)C(=O)N(c3ccccn3)C2c2ccc(OC)cc2)cc1 (stereo not given),u,x
Cc1ccc(Cn2c(S(=O)(=O)O)nc3ccccc32)cc1,u,x
Cc1ccc(OCC(=O)Nc2c3c(nn2C(C)(C)C)CS(=O)(=O)C3)cc1,20%,19
O=C(N/N=C/c1cccnc1)c1ccco1,2%,6
CCOC(=O)C1CCN(S(=O)(=O)c2c(C)n(C)c(=O)n(C)c2=O)CC1,u,x
Cc1ccc(N2CC(C(=O)Nc3ccc(S(=O)(=O)Nc4ncccn4)cc3)CC2=O)cc1C (stereo not given),u,x
CN(C)CCN(Cc1ccc(Cl)cc1)c1ccccn1,-11%,0
CC(c1ccccc1)N(C)C(=O)CSc1nnc(C2CC2)n1C1CC1 (stereo not given),u,x
CCOCCCNC(=S)N1CCCN(c2nc3cc(C)ccc3cc2C#N)CC1,0%,-4
COc1ccc(C2=NOC(C(=O)NCc3ccc(F)cc3)C2)cc1 (stereo not given),u,x
C#Cc1cccc(C(=O)NC2CCCN(C3Cc4ccccc4C3)C2)c1 (stereo not given),u,x
Cc1ccc(S(=O)(=O)CC(=O)c2ccc(C)c([N+](=O)[O-])c2)cc1,0%,1
COc1cc(C(=O)N2CCC(NC(=O)C(Cc3ccc(C(C)C)cc3)NC(C)=O)CC2)cc(OC)c1OC (stereo not given),u,x
N#CC(c1ccc(Cl)cc1)c1cccc(Cl)n1 (stereo not given),i,-16
COc1ccccc1CNC(=O)C1CCC(=O)N(CCCN2CCCC2=O)C1 (stereo not given),i,x

# Part of the list above, with values under each structure.
# Order of results: Lipid storage S3, Lipid storage S3 cell count max
> Cc1ccc(N2CC(C(=O)Nc3ccc(S(=O)(=O)Nc4ncccn4)cc3)CC2=O)cc1C (stereo not given)
→ u, x
> O=C(N/N=C/c1cccnc1)c1ccco1
→ 2%, 6
> Cc1ccc(Cn2c(S(=O)(=O)O)nc3ccccc32)cc1
→ u, x
> COc1ccc(/C(O)=C2/C(=O)C(=O)N(c3ccccn3)C2c2ccc(OC)cc2)cc1 (stereo not given)
→ u, x
> Cc1ccc(S(=O)(=O)CC(=O)c2ccc(C)c([N+](=O)[O-])c2)cc1
→ 0%, 1
> N#CC(c1ccc(Cl)cc1)c1cccc(Cl)n1 (stereo not given)
→ i, -16
> COc1ccc(C2=NOC(C(=O)NCc3ccc(F)cc3)C2)cc1 (stereo not given)
→ u, x

# The results go on.
SMILES,Lipid storage S3,Lipid storage S3 cell count max
COCC(C)NCc1cccc2ccccc12 (stereo not given),-6%,1
Cn1c(=O)n(C)c2cc(NC(=O)c3ccccc3[N+](=O)[O-])c(Br)cc21,u,x
Fc1cccc(CCN2CCNC[C@@H]2c2ccccc2)c1,u,x
COc1ccc(Br)c(C(=O)NCC2CCCCC2)c1,-5%,-13
O=C(O)C(c1ccccc1)N1C(=O)/C(=C/c2cccs2)SC1=S (stereo not given),-1%,29
COc1ccccc1NC(=O)Nc1cccc(NC(C)=O)c1,-4%,-3
Cc1ccc2c(c1)nnn2C1CCN(S(=O)(=O)c2ccc(C(=O)N(C)C3CCCCC3)cc2)CC1,u,x
Cc1ccc(C(=O)NCC(=O)OCc2c(F)cccc2Cl)cc1,u,x
COc1ccc(NC(=O)CN2CCCC2c2cccs2)cc1S(=O)(=O)N1CCCCC1 (stereo not given),u,x
Cc1ccc(C(=O)CN2C(=O)c3ccccc3S2(=O)=O)cc1,1%,17
Clc1cccc(-c2nn3c(COc4ccccc4)nnc3s2)c1,u,x
CC(=O)C1=C(C)NC(SCC(=O)c2ccccc2)=C(C#N)C1c1ccco1 (stereo not given),u,x
O=C1CCC(=O)N1OCCOc1ccccc1,u,x
COc1ccccc1-c1oc2ccccc2c1C#CCCO,u,x
COc1ccc2nc(N(CCN(C)C)C(=O)c3ccc4c(c3)OCCO4)sc2c1,i,-6
CC(=O)c1ccc(NC(=O)Cn2cnc(S(=O)(=O)N3CCOCC3)c2)cc1,i,-2
CN1CCN(Cc2cc(Cl)c3cccnc3c2OC(=O)c2cccs2)CC1,u,x
Cc1[nH]nc(Nc2ccc(C(C)C)cc2)c1[N+](=O)[O-],u,x
CC1(C)CC(=O)C(C(=S)Nc2ccccc2)=C(NC2CC(C)(C)NC(C)(C)C2)C1,-2%,-2
O=C(COc1ccc(S(=O)(=O)N2CCOCC2)cc1)NC1CC1,23%,5
O=C(NCC1CCCO1)C1CCCN(c2ncccn2)C1 (stereo not given),-1%,10
CC(C)(C)c1ccc(/C=N/Nc2ccc(C(=O)O)cc2)cc1,0%,-8
COc1cc([N+](=O)[O-])ccc1NC(=O)CC1SC(=Nc2ccc(F)cc2)N(CCC2=CCCCC2)C1=O (stereo not given),23µM*,-23*
CCCCOc1ccc(C2=NNC(=O)CC2)cc1,4%,-8
O=C(Oc1oc(-c2ccco2)nc1C=Nc1ccccc1)c1ccco1,i,x
COc1ccc(NC(=O)c2ccc(NC(=O)c3nc4nc(C)cc(C)n4n3)cc2)cc1,u,x
COc1ccc(C2C(C(=O)OCC3CCCO3)=C(C)NC3=C2C(=O)CC(c2ccco2)C3)cc1O (stereo not given),-10%,-1
CCc1ccc[n+](-c2[nH]c(=O)sc2/C=N/N=C(\N)[O-])c1,u,x
Cc1ccc(NC(=S)N2CCN(c3ncccn3)CC2)cc1C,16%,11
O=C(Nc1cccc(-c2cccc(F)c2)c1)C1CCN(Cc2ccco2)CC1,u,x
CCC(C(=O)c1ccccc1)P(=O)(NN)c1ccccc1 (stereo not given),-10%,7
Cc1nc(CN2CCN(S(=O)(=O)c3c(Cl)cc(Br)cc3Cl)CC2)cs1,u,x
CCOc1ccc(NC(=O)c2ccc(CC)s2)c([N+](=O)[O-])c1,15%,-3
COC(=O)c1cc(S(=O)(=O)NCC2CCN(Cc3ccc(F)cc3)CC2)cn1C,u,x
COc1ccc(NC(=O)CN(C)C(=O)C(C)Sc2ccccc2)cc1 (stereo not given),4%,19
Cc1nc(-c2ccc(S(=O)(=O)Oc3ccccc3Cl)s2)cs1,20%,-15
Cc1cc(N/N=C/c2ccccc2F)nc(NCc2ccccc2)n1,u,x
CC(C)(C)OC(=O)NOCC(=O)N(Cc1ccccc1)CC(O)COc1ccccc1 (stereo not given),7.3µM*,-1.3*
COc1ccccc1/C=C/c1nc2ccc(OC(C)=O)cc2c(=O)o1,u,x
COC(=O)c1sccc1NC(=S)N(C)C1CCCCC1,12%,9
COc1cc(OC)cc(C(=O)Nc2ccccc2NC(C)=O)c1,i,24
Cc1cnc(NC(=O)CSc2c(Cl)cccc2Cl)s1,u,x
CCCCNC(=S)N(C)/N=C/c1ccccc1C(=O)O,i,x
COC(=O)c1ccc(COc2ccc(C3C4=C(CCCC4=O)Nc4onc(C)c43)cc2)cc1 (stereo not given),u,x
O=C(CSc1nnc(CNC(=O)c2ccccc2F)o1)NC1CCCCC1,u,x
O=[N+]([O-])c1ccc(S(=O)(=O)Nc2nc(-c3ccccc3)cs2)cc1,u,x
COc1ccc(OC2CCN(S(=O)(=O)c3ccc(F)cc3)CC2)cc1,3%,19
CC(C)C(NC(=O)c1ccccc1)C(=O)OCC(=O)N1CCCCC1 (stereo not given),u,x
CNCCC(=O)N1c2ccccc2CCc2ccc(NC(=O)OC)cc21,u,x
COc1ccc(C(=O)NCCS(=O)(=O)NCc2ccco2)cc1,u,x
COC(=O)c1c(F)c(F)c(N2CCOCC2)c(F)c1F,u,x
CN1/C(=C\C=N\NC(=O)c2ccccc2Br)C(C)(C)c2ccccc21,u,x
